Compound activity (PubChem BioAssay)
STEP inh: STEP (human) phosphatase inhibition | AID 588621 | hit rate 0.25% among 360,000 | inhibition, % at 20 µM | P54829 | recombinant STEP, OMFP fluorogenic substrate, fluorescence;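 active = inhibition at 20 µM, scaled per plate between control wells, above about 37%, limit read from the data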;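 also: 0% = DMSO with enzyme and substrate and 100% = substrate only without enzyme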
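Assay system: isolated STEP enzyme / Timing: 20 min at room temperature, dark / Doses: 20 µM, 1% DMSO / Technique: fluorescence intensity, excitation 480 nm, emission 540 nm / Reagent: fluorogenic phosphatase substrate OMFP at 25 µM final / Measure: percent inhibition scaled to no-enzyme and uninhibited-enzyme controls, plate-pattern corrected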
LMPTP inh: blocks human LMPTP phosphatase; P24666; recombinant LMPTP-A, OMFP fluorogenic substrate, fluorescence intensity; inhibition, % at 20 µM; hit rate 0.22% among 360,000;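 active = compounds that cut the enzyme signal by at least half of the control window in the single-dose screen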;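 also: plate controls were DMSO wells with enzyme plus substrate for no effect and substrate without enzyme for full effect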
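Assay system: LMPTP-A, protein tyrosine phosphatase of low molecular weight / Medium: pH 6.0 Bis-Tris buffer with DTT and Triton X-100 / Schedule: 50 min enzyme reaction at room temperature, protected from light / Measured by: endpoint fluorescence intensity from OMFP dephosphorylation / Read-out basis: % inhibition relative to no-enzyme and uninhibited control wells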
NRP1-CendR mod: modulators of CendR peptide binding to human neuropilin-1 | O14786 | FAM-RPARPAR peptide binding to NRP-1, fluorescence polarization | inhibition, % at 25 µM | hit rate 0.85% among 360,000;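 active = inhibition or corrected inhibition above about 18%, plus a signal ratio from 0.5 to 1.5, limit read from the data, passing the limit was not always enough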; also: strong numbers were not always called active
SKN-1 inh: blocks SKN-1 activity in C. elegans; C. elegans VP596 Pgst-4::GFP/RFP ratio, acrylamide-induced, 24 h; inhibition, % at 21.8 µM; hit rate 0.49% among 360,000; AID 624304;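 active = interference check ratio from 0.5 to 1.5 plus GFP to RFP signal ratio inhibition reaching or exceeding a fixed threshold, cut at about 30% in these data, passing the limit was not always enough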; also: some compounds called inactive have numbers as strong as hits
SUMO1-SIM PPI: alters human SUMO1 binding to SIM partners; P63165; AID 602429; inhibition, % at 20 µM; SUMO1 binding to a labelled peptide, TR-FRET, 1 h; hit rate 0.33% among 360,000; in the data active = inhibition above about 37%
MT1-MMP act inh: blocks activation of human MT1-MMP; GFP/RFP ratio change, % at 20 µM; HT1080 RFP-PRO-GFP cells, GFP/RFP ratio fluorescence, overnight; percent of plate control window, DMSO zero; hit rate 0.061% among 360,000; AID 651647;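 active = GFP/RFP ratio change of at least 30% with cell ATP level not reduced by more than half and red fluorescence within 50% of control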; also: strong numbers were not always called active
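Assay system: RFP-PRO-GFP reporter HT1080 cells; read-out basis: GFP/RFP fluorescence ratio; benchmarks: DMSO wells and RFP-L50D-GFP cells; doses: 20 µM single dose, 1% DMSO; schedule: overnight cell settling, then overnight compound exposure, 37 °C, 5% CO2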
Rpn11 inh: inhibitors of human proteasome Rpn11. human 26S proteasome, Ub4-pepOG fluorescence polarization; 20S core pre-blocked with epoxomicin. AID 588493. O00487. calls only at 20 µM. hit rate 0.59% among 360,000;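 active = inhibition at 20 µM, scaled to each plate's controls, above about 33%, limit read from the data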
Scp1 inh: blocks human Scp-1 phosphatase activity | AID 493091 | inhibition, % at 20 µM | Recombinant Scp1, phosphopeptide, malachite green phosphate absorbance | hit rate 0.88% among 340,000 | Q9GZU7;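 active = inhibition above about 50% at 20 µM, limit read from the data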;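 also: plate controls were DMSO wells with enzyme for no effect and wells lacking enzyme for full effect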
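System: truncated SCP-1 phosphatase (76-261aa); medium: Tris acetate buffer pH 5.5 with MgCl2 and Tween-20; incubation: 45 min room-temperature reaction, 5 min colour, 30 min stabiliser; compound: single 20 µM dose, 1% DMSO; reagent: Phosphorylated 17-residue peptide substrate; read-out: % inhibition at 20 µM; technique: colorimetric free-phosphate detection, absorbance 630 nm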
DNMT1 inh: blocks human DNA methyltransferase DNMT1 | P26358 | DNMT1 molecular beacon, Hinp1I cleavage, fluorescence | inhibition (reported as % activation of signal), % at 10 µM | hit rate 0.83% among 360,000 | AID 588458; in the data active = inhibition above about 50%
Target sequence (P26358 504-1616 limits assumed): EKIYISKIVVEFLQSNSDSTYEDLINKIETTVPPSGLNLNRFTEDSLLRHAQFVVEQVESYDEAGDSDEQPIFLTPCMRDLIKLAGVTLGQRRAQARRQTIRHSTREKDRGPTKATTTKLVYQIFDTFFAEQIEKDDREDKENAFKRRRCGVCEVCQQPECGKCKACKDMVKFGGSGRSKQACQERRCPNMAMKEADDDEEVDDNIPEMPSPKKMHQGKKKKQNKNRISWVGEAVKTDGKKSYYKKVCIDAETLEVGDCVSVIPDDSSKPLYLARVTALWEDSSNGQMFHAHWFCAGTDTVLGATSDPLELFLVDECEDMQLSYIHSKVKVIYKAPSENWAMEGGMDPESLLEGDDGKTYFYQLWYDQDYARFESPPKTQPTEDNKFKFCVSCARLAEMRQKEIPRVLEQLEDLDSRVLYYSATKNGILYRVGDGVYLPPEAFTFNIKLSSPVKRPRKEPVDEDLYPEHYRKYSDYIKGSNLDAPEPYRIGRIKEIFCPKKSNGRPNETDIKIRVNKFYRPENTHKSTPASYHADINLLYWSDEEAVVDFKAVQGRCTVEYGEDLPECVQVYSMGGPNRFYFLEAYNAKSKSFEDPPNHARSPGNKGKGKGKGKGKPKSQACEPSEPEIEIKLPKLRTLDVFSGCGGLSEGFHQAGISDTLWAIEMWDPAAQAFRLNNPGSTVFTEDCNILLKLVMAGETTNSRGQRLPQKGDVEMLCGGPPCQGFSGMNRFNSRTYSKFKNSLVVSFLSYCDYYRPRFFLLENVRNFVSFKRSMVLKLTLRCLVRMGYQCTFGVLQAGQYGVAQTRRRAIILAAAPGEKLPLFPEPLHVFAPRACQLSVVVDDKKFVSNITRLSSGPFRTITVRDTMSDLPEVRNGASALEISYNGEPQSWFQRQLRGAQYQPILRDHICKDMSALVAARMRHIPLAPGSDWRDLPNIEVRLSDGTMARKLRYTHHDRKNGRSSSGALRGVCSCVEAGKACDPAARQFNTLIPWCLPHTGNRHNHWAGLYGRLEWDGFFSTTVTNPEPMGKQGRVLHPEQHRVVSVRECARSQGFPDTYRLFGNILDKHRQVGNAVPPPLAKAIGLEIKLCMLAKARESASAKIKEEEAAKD
NadD inh: NadD (S. aureus) enzyme inhibition; hit rate 0.78% among 360,000; inhibition, % at 20 µM; purified NadD enzyme, colorimetric absorbance read-out; AID 602399; in the data active = inhibition above about 26%; also: some compounds past the cut are filed as inactive
* marks the source's active call; other numbers are inactive results; i = inactive; x = not tested or not shown.

Values run as follows: STEP inh | LMPTP inh | NRP1-CendR mod | SKN-1 inh | SUMO1-SIM PPI | MT1-MMP act inh | Rpn11 inh | Scp1 inh | DNMT1 inh | NadD inh
O=C(NCc1ccccc1Cl)C1CCCO1 (stereo not given)
 : -1 | 0.1 | -17 | 4 | 1 | -3 | i | -6 | 1 | -1
O=C(Cn1c(=O)oc2cc(S(=O)(=O)NCc3ccccc3)ccc21)N1CCCC1
 : -1 | -1.3 | 0 | -13 | -3 | 2 | i | -10 | 4 | -4
CC1CCCCN1C(=O)CSc1nnc(CSc2ncccn2)n1C (stereo not given)
 : 1 | 0.0 | 8 | -22 | -3 | -2 | i | -6 | 2 | -2
CCCCCn1c(=O)[nH]c2cc(C(=O)NCCCN3CCCCC3C)ccc2c1=O (stereo not given)
 : 0 | 2.5 | 7 | 0 | 2 | -1 | i | -5 | 0 | -18
CCCCNC(=O)Nc1ccc2c(c1)N(C)C(=O)c1ccccc1S2
 : -2 | 0.9 | -7 | 11 | 2 | 3 | i | -12 | -5 | -5
Cc1ccc(C)c(NC(=O)CN(C)C(=O)C2COc3ccccc3O2)c1 (stereo not given)
 : 2 | -0.3 | -2 | 21 | -2 | 0 | i | 7 | 4 | 3
CCOC(=O)c1sc2ncn(C(C)C(=O)OC)c(=O)c2c1C (stereo not given)
 : 6 | -0.6 | 1 | -29 | -3 | 3 | i | -6 | 3 | -5
CCSc1nc2sc3c(c2c(=O)n1-c1ccccc1C)CCN(C)C3
 : 1 | 0.7 | -17 | -8 | -7 | -3 | i | -6 | -2 | 4
O=C(CSc1nc(O)cc(=O)n1-c1ccccc1)Nc1ccc(Br)cn1
 : -1 | -0.2 | -5 | 2 | 6 | 3 | i | 3 | 5 | 4
C=C1C2(C(=O)Nc3nccs3)CCC(C2)C1(C)C (stereo not given)
 : 2 | -0.3 | 5 | 0 | 1 | 2 | i | 3 | 6 | 0
O=C(c1ccccc1)c1ccc(OCC(O)CN2CCN(S(=O)(=O)N3CCCCC3)CC2)cc1 (stereo not given)
 : 3 | -0.7 | 6 | 8 | 0 | -2 | i | -4 | -4 | -7
CCc1ccc(OC2(C)CCN(CCOc3ccc(C)cc3)C2)cc1 (stereo not given)
 : 2 | -0.1 | 6 | 8 | 3 | 4 | i | x | 2 | -2
CCCOC(=O)c1c(NC(=O)c2cnn3c2NC(c2ccccc2)CC3C(F)(F)F)sc2c1CCCC2 (stereo not given)
 : 0 | -1.9 | -3 | 1 | 0 | -4 | i | -9 | -3 | 2
COc1cc(/C=C2\SC(=S)N(NC(=O)c3ccccc3O)C2=O)ccc1O
 : -4 | 2.3 | -238 | 14 | -3 | -3 | x | -22 | -5 | -2
CC(=O)NCCc1c(C)n(Cc2ccccc2)c2ccccc12
 : 1 | 0.9 | -18 | 10 | 0 | -3 | i | -8 | -1 | -8
COc1ccc(NC(=O)CSc2nnc(NC(=O)CN3CCOCC3)s2)cc1
 : -2 | 0.5 | -7 | 1 | 1 | 5 | i | -3 | -1 | 7
O=C(CCC(NC(=O)OCc1ccccc1)C(=O)OCc1ccccc1)NCC(=O)OCc1ccccc1 (stereo not given)
 : 1 | 1.6 | 0 | 5 | 2 | 1 | i | -13 | -9 | -3
N#Cc1ccccc1NC(=O)COc1ccccc1C(=O)Nc1ccccc1
 : 1 | 2.4 | 8 | -11 | -4 | 4 | i | 43 | -8 | -5
CSCC[C@H](NC(=O)OC(C)(C)C)C(=O)N1CCC(C(=O)N[C@@H](C)C(=O)NCc2ccc(F)cc2)CC1
 : -1 | -2.0 | 11 | 2 | -3 | -2 | i | -1 | 3 | 4
CCOC(=O)C1CCCN(S(=O)(=O)c2ccc3c(c2)C(C)(C)C(=O)N3C)C1 (stereo not given)
 : -3 | -2.4 | -1 | -4 | 1 | 1 | i | -7 | -1 | -6
O=C(NC1CCCCC1)c1cc(-c2ccc(F)cc2)on1
 : -1 | -1.4 | 2 | 5 | 1 | -2 | i | -8 | 3 | 2
Cc1ccc(Cn2c(-n3nc(C)cc3C)nc3c2c(=O)[nH]c(=O)n3C)cc1
 : 1 | -2.0 | -13 | 11 | -1 | -6 | i | -8 | -7 | -4
Nc1ccc2nc(Cc3ccccc3)[nH]c2c1
 : -3 | 3.7 | -1 | 3 | -3 | 7 | i | -10 | -28 | 6
CCN1C(=O)CC(C(=O)NC)SC1=Nc1cc(Cl)c(O)c(Cl)c1 (stereo not given)
 : -2 | -13 | 1 | -15 | 0 | -2 | i | -1 | -1 | -6
CCOc1ccccc1NS(=O)(=O)N(C)C
 : 2 | -1.5 | -7 | -11 | -3 | 2 | i | -11 | 7 | -5
O=C(CNC(=O)c1ccccc1)OC(C(=O)Nc1cc(C(F)(F)F)ccc1Cl)c1ccccc1 (stereo not given)
 : 1 | 1.6 | 4 | -6 | 1 | -1 | i | -10 | 0 | -6
CCCOc1ccc(N2C(=O)C3ON(c4ccccc4)C(CCC)C3C2=O)cc1 (stereo not given)
 : 2 | 1.5 | 10 | 4 | -1 | 0 | i | -16 | -1 | -6
NC(=O)COC(=O)c1oc2ccccc2c1CSc1ccc(Cl)cc1
 : -1 | 0.6 | -1 | 8 | 0 | 0 | i | -3 | -5 | -5
CCCNC(=O)c1cc(C2CCCCN2C(=O)OC)on1 (stereo not given)
 : -2 | -1.2 | -1 | 2 | 0 | -2 | i | x | 3 | -1
O=C(Nc1ccccc1OC(F)F)C1CCCN1C(=O)c1cccs1 (stereo not given)
 : 0 | -2.6 | 1 | 15 | 2 | 2 | i | -8 | 0 | -5

A few values from the results shown:
O=C(CCC(NC(=O)OCc1ccccc1)C(=O)OCc1ccccc1)NCC(=O)OCc1ccccc1 (stereo not given) @ STEP inh: 1
CCOC(=O)C1CCCN(S(=O)(=O)c2ccc3c(c2)C(C)(C)C(=O)N3C)C1 (stereo not given) @ LMPTP inh: -2.4

Next compounds:
Values run as follows: STEP inh | LMPTP inh | NRP1-CendR mod | SKN-1 inh | SUMO1-SIM PPI | MT1-MMP act inh | Rpn11 inh | Scp1 inh | DNMT1 inh | NadD inh
COc1cc(OC)cc(-c2oc(=O)c3cc(OC)c(OC)cc3c2C#CCCCO)c1
 : 1 | -0.5 | 2 | 9 | -53 | 3 | i | 1 | -15 | -12
CCCn1c(C)cc(=O)c2cc(NC(=O)c3ccccn3)ccc21
 : 3 | 3.6 | 2 | 12 | 8 | 6 | i | -5 | -4 | 0
Nc1ccc2c(c1)nnn2-c1ccccc1
 : 0 | 0.7 | 5 | -3 | -8 | 7 | i | 1 | 2 | -6
COc1cc(/C=N/Nc2nc3ccccc3[nH]c2=O)ccc1O
 : -1 | -1.6 | -11 | -10 | -3 | 0 | i | -5 | 2 | -4
CCn1c(=O)c(C(=O)NNS(=O)(=O)c2ccc(Cl)cc2)c(O)c2ccccc21
 : -1 | 0.9 | -8 | -3 | 20 | 4 | i | -16 | -2 | 18
Cc1ccc(S(=O)(=O)N2CC3(O)CN(C(=O)OC(C)C)N(C(=O)OC(C)C)CC3(OC(=O)NCC3CCCCC3)C2)cc1 (stereo not given)
 : 1 | 1.6 | -3 | 8 | 0 | -7 | i | x | -11 | -7
Cc1ccn2c(NC3CCCCC3)c(C)nc2c1
 : 0 | 0.0 | 10 | 5 | -3 | 3 | i | 2 | 0 | 3
CCN(CC)c1nc(C#N)cc(-c2ccc(OC)cc2)n1
 : 2 | 1.6 | 24* | -9 | -1 | 3 | i | -3 | -2 | -6
Cc1cc(=O)[nH]c(N/N=C/c2cccs2)n1
 : 0 | -1.2 | -13 | 5 | -6 | 1 | i | 3 | -7 | -2
O=C(Nc1cccc2c1C(=O)NC2=O)c1ccc(S(=O)(=O)N2CCCC2)cc1
 : -4 | -4.6 | 11 | -3 | -11 | -2 | i | -8 | 1 | -8
O=C(NCCC(=O)N(CCc1ccccc1)Cc1ccccc1)c1ccc([N+](=O)[O-])cc1
 : 1 | -7.9 | 8 | 11 | -67 | -1 | i | -7 | -2 | 0
O=C(CC1C(=O)NCCN1C(=O)Nc1ccccc1)Nc1cc(Cl)ccc1Cl (stereo not given)
 : 2 | -0.3 | 3 | 18 | 3 | 3 | i | -1 | -13 | -3
Cc1cc(Nc2ccc3ccccc3c2)n2ncnc2n1
 : 0 | -1.8 | -12 | 16 | -9 | -2 | i | 0 | -13 | -5
Cc1cccc(N2CCc3c2nc2ccc(Br)cc2c3N)c1
 : 2 | 4.0 | -18 | 2 | -6 | 4 | i | 6 | -23 | 9
O=C(CNC(=O)c1ccc(Br)o1)Nc1ncccc1O
 : -2 | -1.4 | 0 | -8 | -4 | 1 | i | 10 | -3 | -3
O=C(Nc1ccc2c(c1)OCO2)C1CCCN1C(=O)Nc1ccccc1 (stereo not given)
 : -2 | 0.4 | -3 | 14 | 2 | 5 | i | -5 | -6 | -3
Cc1ccc2oc(=O)n(CCC(=O)Nc3ccc(N4CCOCC4)cc3)c2c1
 : 0 | -1.6 | 6 | 10 | 2 | 2 | i | -7 | -3 | 1
CC1ON=C(c2ccc(F)cc2)NC1=O (stereo not given)
 : 3 | -1.8 | -4 | 7 | 2 | 5 | i | x | 1 | 3
COc1ccc(-c2c(C#N)c(C)nc3c2C(=O)c2ccccc2-3)cc1
 : 2 | 0.6 | -41 | 18 | -21 | 9 | i | -6 | -6 | -4
CCOC(=O)Cn1c2ccccc2n2nc(CCC(=O)O)c(=O)nc12
 : -3 | 0.2 | -2 | -2 | 4 | -2 | i | -1 | 6 | 5
C=CCn1c(SCC(=O)Nc2sccc2C#N)nc2sc(C)c(C)c2c1=O
 : -3 | 1.3 | -1 | 6 | 0 | -2 | i | -3 | 43 | 8
COc1cc(OC)c(C(=O)/C=C/c2ccc(OCc3ccccc3)c(OC)c2)c(OC)c1
 : 2 | 4.5 | -1 | 20 | -3 | -4 | i | -16 | -13 | -6
O=C(CN1CCCC1)Nc1nnc(-c2cccs2)s1
 : 3 | 0.2 | -6 | -6 | -3 | 1 | i | -2 | 5 | 2
COc1ccc(-c2c(C(=O)O)c(C(=O)O)c3n2CCC3)cc1
 : -1 | -2.2 | 7 | -22 | 4 | 0 | i | -2 | 0 | -5
O=C(NCc1ccncc1)c1cnccn1
 : 0 | -2.6 | 18 | 8 | 1 | -1 | i | -1 | 0 | 0
Cn1c(CNc2nc3ccccc3n2CCN2CCCCC2)nc2ccccc21
 : 2 | 11 | -2 | 5 | 3 | 9 | i | 2 | 2 | -1
